Assay outcomes: PubChem BioAssay, National Center for Advancing Translational Sciences (NCATS)
VP16 counter – VP16 counterscreen qHTS for inhibitors of ROR gamma transcriptional activity. Drosophila S2 Gal4-VP16 UAS-luciferase, luminescence, 20 h. Potency, µM (highest dose often 53.6 µM), inactives show at the highest dose activity, negative = inhibition, most hits filed as inhibitors. 310,000 compounds, 3.5% hits. AID 2546, 2010;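 further: Gal4-VP16 expression switched on by copper sulfate through the metallothionein promoter; potency means the concentration at half of the fitted maximal effect; on the % scale 0 is the no-effect control and ±100 the full control effect; nearly all actives have a fitted effect of over 50% in size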
Rab9 prom act – qHTS Assay for Rab9 Promoter Activators; Potency, µM (titrated, usually from 9.22 µM), inactives show at the top dose activation, negative = inhibition, most hits filed as activators; Huh7 Rab9 promoter-luciferase reporter, luminescence, 24 h; 320,000 compounds, 2.8% hits; AID 485297, 2010; further: potency means the concentration at half of the fitted maximal effect; % of control where 0% means no effect; nearly all actives have a fitted effect of over 60% in size
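Rab9 promoter-driven luciferase in stably transfected Huh7 cells; 1500 cells/well rested 2 h, exposed to compound in DMSO for 24 h at 37 °C, 5% CO2. Luminescence read 10 min after adding luciferase reagent at ambient temperature.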
ELG1 genotoxic – qHTS screen for small molecules that induce genotoxicity in human embryonic kidney (HEK293T) cells expressing luciferase-tagged ELG1. HEK293T ELG1-luciferase reporter, luminescence, 16 h. Potency, µM (top dose mostly 46 µM), for the others: at the top dose activity change, positive = activation, hits mostly activators. 330,000 compounds, 1.3% hits. AID 504466, 2011; further: potency means the concentration at half of the fitted maximal effect; % of control where 0% means no effect; nearly all actives have a fitted effect of over 60% in size
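Quantitative HTS format in 1536-well plates. HEK293T ELG1-luciferase reporter cells receive test compound and are incubated 16 hr at 37 °C, 5% CO2; ONE-Glo added, 30 min room temperature, then luminescence read.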
NPC1 promoter act – qHTS Assay for NPC1 Promoter Activators; Huh7 NPC1 promoter luciferase reporter, 24 h; Potency, µM (doses to about 9.22 µM), without a hit: top-dose activation, actives largely listed as activators; 320,000 compounds, 2.4% hits; AID 485313, 2010;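 further: potency means the concentration at half of the fitted maximal effect; % of control where 0% means no effect; nearly all actives have a fitted effect of over 60% in size; reporter is driven by a mutant NPC1 promoter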
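Compounds in DMSO were transferred onto Huh7 NPC1-luciferase reporter cells pre-incubated 2 h; after 24 h at 37 °C, Amplite reagent was dispensed and luminescence recorded 10 min later.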
KCNH2 3.1 block – qHTS for Inhibitors of KCHN2 3.1: Mutant qHTS | U2OS KCNH2 3.1, thallium flux FluxOr; active compounds read low | activity change, % (tested at about 1.8 µM) | 340,000 compounds, 0.95% hits | AID 720553, 2013;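 active means maximum activity change below -70%; inconclusive means maximum activity change from -70% to -50%; inactive means maximum activity change above -50%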;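 further: thallium influx rate constant from kinetic fluorescence after stimulation buffer; on the % scale 0 is the no-effect control and ±100 the full control effect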
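FluxOr-based Tl+ influx in U2OS cells transduced with KCNH2 3.1 virus; rate constants normalized to DMSO controls.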
Giardia killer – Small Molecules that selectively kill Giardia lamblia: qHTS; Giardia lamblia trophozoite viability; activity change, % at 7.66 µM, hits read low; 340,000 compounds, 0.15% hits; AID 540267, 2011; in the data active means activity change below about -80%; inconclusive means between about -30% and that limit;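 further: parasites exposed to compound for two days anaerobically before the ATP read; on the % scale 0 is the no-effect control and ±100 the full control effect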
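Viability, read as ATP luminescence: trophozoites at 100 cells/well, compound added, 48 hrs anaerobic at 37 deg C, then 15-30 min room-temperature development before reading.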
Tb PFK block – qHTS Assay to Find Inhibitors of T. brucei phosphofructokinase; ATP-dependent 6-phosphofructokinase (Trypanosoma brucei brucei), O15648; T. brucei PFK, ADP-Glo luminescence; Potency, µM (titrated, usually from 57.5 µM), for inactives: at the highest dose activity, negative = inhibition, usual class: inhibitors; 330,000 compounds, 0.17% hits; AID 485367, 2010;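 further: potency means the concentration at half of the fitted maximal effect; 0% = uninhibited 1x PFK enzyme wells and -100% = no-enzyme wells; nearly all actives have a fitted effect of over 60% in size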
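In TEA buffer at pH 8.0 with 5 mM MgCl2, enzyme (1.25 nM) converted F6P (0.5 mM) and ATP (0.1 mM) for 45 min at room temperature. ADP product was read by luciferase luminescence.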
FBPA coupling cs – qHTS Assay for Inhibitors of Fructose-1,6-bisphosphate Aldolase from Giardia Lamblia: Coupling assay counterscreen. coupling enzyme system counterscreen, AmpLite Red fluorescence. activity change, negative = inhibition, % at 58.2 µM, hits read low. 290,000 compounds, 0.67% hits; in the data active means activity change below about -30%; further: on the % scale 0 is the no-effect control and ±100 the full control effect
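Counterscreen of the coupled detection system alone, without aldolase: glyceraldehyde-3-phosphate coupling enzymes plus AmpLite Red readout. Compounds at 57.5 uM final, 10 min RT preincubation, 20 min RT reaction, fluorescence 525/598 nm.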
RORgamma inh – qHTS for inhibitors of ROR gamma transcriptional activity | Nuclear receptor ROR-gamma (Mus musculus), P51450 | Drosophila S2 Gal4-RORgamma UAS-luciferase reporter, 20 h | Potency, µM (top dose mostly 53.6 µM), for inactives: at the top dose activity change, negative = inhibition, hits mostly inhibitors | 310,000 compounds, 5.4% hits; further: potency means the concentration at half of the fitted maximal effect; on the % scale 0 is the no-effect control and ±100 the full control effect; nearly all actives have a fitted effect of over 60% in size
Target sequence (P51450 whole entry, looked up, the tested form may be a part): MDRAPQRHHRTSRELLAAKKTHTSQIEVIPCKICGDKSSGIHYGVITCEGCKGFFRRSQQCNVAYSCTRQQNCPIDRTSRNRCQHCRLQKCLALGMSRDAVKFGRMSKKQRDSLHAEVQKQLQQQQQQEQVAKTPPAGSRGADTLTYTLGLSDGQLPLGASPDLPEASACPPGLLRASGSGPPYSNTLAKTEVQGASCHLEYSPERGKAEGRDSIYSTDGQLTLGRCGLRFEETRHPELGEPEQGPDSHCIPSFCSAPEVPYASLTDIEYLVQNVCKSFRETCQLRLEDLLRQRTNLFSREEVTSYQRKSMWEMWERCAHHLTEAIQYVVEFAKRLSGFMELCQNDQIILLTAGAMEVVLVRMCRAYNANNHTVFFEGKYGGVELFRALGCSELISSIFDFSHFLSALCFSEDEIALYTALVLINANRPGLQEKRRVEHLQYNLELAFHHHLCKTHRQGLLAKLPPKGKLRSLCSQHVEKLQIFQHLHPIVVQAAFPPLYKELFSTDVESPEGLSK
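Stably transfected Drosophila Schneider cells are the test system, with ROR gamma fused to Gal4 and luciferase under UAS control; luminescence is read after 20 hr of 700 uM copper sulfate induction at ambient temperature.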
uPA surface inh – qHTS for Inhibitors of Cell Surface uPA Generation. 330,000 compounds, 0.31% hits. Potency, µM (titrated, usually from 38.3 µM), for inactives: at the highest dose activity change, negative = inhibition, most hits filed as inhibitors. cell surface uPA generation assay, qHTS; active means well fitted inhibition curve with a large enough effect; inconclusive means small, poorly fitted or top-dose-only effect; inactive means no such curve, though single readings can be large or run the other way; tested in mouse RAW 264.7 cells; further: potency means the concentration at half of the fitted maximal effect; on the % scale 0 is the no-effect control and ±100 the full control effect; nearly all actives have a fitted effect of over 55% in size
FLuc modulator – qHTS profiling assay for firefly luciferase inhibitor/activator using purifed enzyme and Km concentrations of substrates (counterscreen for miR-21 project). Luciferin 4-monooxygenase (Photinus pyralis), P08659. purified FLuc, Km substrates, luminescence inhibition. Potency, µM (titrated, usually from 57.5 µM), for inactives: at the highest dose activity change, negative = inhibition, actives largely listed as inhibitors. 360,000 compounds, 6.9% hits. AID 588342, 2011;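 further: potency means the concentration at half of the fitted maximal effect; plate controls were vehicle for no effect and reference inhibitor for full effect; nearly all actives have a fitted effect of over 55% in size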
Target sequence (P08659 whole entry, looked up): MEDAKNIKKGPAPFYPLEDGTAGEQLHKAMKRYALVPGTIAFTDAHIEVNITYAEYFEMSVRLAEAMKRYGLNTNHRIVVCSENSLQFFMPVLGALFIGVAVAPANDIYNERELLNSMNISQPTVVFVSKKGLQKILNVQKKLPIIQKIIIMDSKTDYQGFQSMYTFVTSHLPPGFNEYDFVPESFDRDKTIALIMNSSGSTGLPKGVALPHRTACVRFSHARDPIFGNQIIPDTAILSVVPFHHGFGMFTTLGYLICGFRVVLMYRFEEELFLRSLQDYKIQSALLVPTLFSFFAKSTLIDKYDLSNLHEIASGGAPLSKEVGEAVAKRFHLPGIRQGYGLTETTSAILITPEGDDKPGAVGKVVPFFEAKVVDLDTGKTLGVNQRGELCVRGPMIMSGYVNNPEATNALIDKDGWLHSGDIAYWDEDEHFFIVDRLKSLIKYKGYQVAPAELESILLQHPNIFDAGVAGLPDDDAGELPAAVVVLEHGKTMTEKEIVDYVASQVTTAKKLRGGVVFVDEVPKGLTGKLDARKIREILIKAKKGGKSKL
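Purified P. pyralis luciferase (10nM final) with 10uM D-luciferin and 10uM ATP (Km levels) in 50mM Tris acetate pH 7.5, 10mM Mg acetate, 0.01% Tween-20, 0.05% BSA; qHTS 6-point titration, ~60 µM downward; luminescence read.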
* = called active by the depositor; ? = inconclusive; . = not tested or not shown; [ ] = another dose, or the depositor's remark. Unless noted, the call rests on the fitted dose curve; in most records, active means well fitted curve in the direction sought with a large enough effect; inconclusive means small, poorly fitted or top-dose-only effect, or another doubt; inactive means no such curve, though single readings can be large; an effect the other way counts as inactive or inconclusive.

SMILES	VP16 counter	Rab9 prom act	ELG1 genotoxic	NPC1 promoter act	KCNH2 3.1 block	Giardia killer	Tb PFK block	FBPA coupling cs	RORgamma inh	uPA surface inh	FLuc modulator
CC(C)(C)c1ccc(C(=O)Nc2ccc(CN3CCS(=O)(=O)CC3)cc2)cc1	?	-31.1%[inhibitor]	-1.0%	-17.4%	3.5	-16.4	2.6%	5.0	32.4%	-10.1%	9.53µM*
COc1cc(/C=N/Nc2nncn2/N=C/c2ccc(O)c(OC)c2)ccc1O	?	?	-7.0%	?	6.3	9.3	-1.1%	0.0	-42.2%	-14.9%	0.379µM*
O=[N+]([O-])c1ccc(-c2ncc(-c3ccc(Br)cc3)o2)cc1	-1.3%	?	12.7%	?	0.5	-7.9	-0.4%	0.3	18.9%	-0.4%	?
O=C(O)C(c1ccccc1)N1C(=O)/C(=C\c2ccc(-c3ccccc3Cl)o2)SC1=S (stereo not given)	-12.3%	-2.1%	0.5%	4.0%	-3.6	-6.3	-23.4%	2.4	-0.3%	5.6%	-3.8%
O=C(Nc1ncc(Cc2ccc(C(F)(F)F)cc2)s1)c1ccc(-c2cccc([N+](=O)[O-])c2)o1	7.08µM*	-10.3%	-3.0%	-12.2%	-36.0	-0.9	-0.7%	13.1	5.62µM*	-0.2%	1.6%
COc1ccc(NC(=O)c2cnc(C)cn2)cc1-n1cnnn1	-0.4%	1.3%	2.5%	1.2%	5.0	-5.5	-12.3%	3.1	10.1%	-2.1%	-1.5%
COc1ccc2c(CC(=O)NC(Cc3ccc(Cl)cc3)C(=O)O)cc(=O)oc2c1C (stereo not given)	-8.6%	-2.9%	0.2%	0.4%	1.6	1.6	-12.5%	1.7	25.3%	-3.1%	-12.7%
Cc1ccc(NC(=O)CNC(=O)c2cccc(Cl)c2)nc1	.	0.3%	?	10.6%	14.5	10.1	1.7%	.	.	1.1%	?
O=C(C1CC(=O)N(c2ccc(Br)cc2)C1)N1CCCC1 (stereo not given)	2.9%	-3.6%	?	-0.2%	-4.6	11.8	-5.4%	.	-24.6%	-6.6%	1.8%
C=CCS/C(=N\n1cnc2ccccc2c1=O)N(CC)CC	-6.7%	0.8%	3.6%	5.8%	11.4	4.6	-5.3%	1.5	6.1%	-3.0%	2.1%
NS(=O)(=O)c1ccc(CCNC(=O)NC2(C(F)(F)F)Oc3ccccc3O2)cc1	?	-11.8%	3.2%	0.1%	1.1	-17.9	2.1%	-1.1	11.2µM*	-11.8%	1.2%
CC(=O)N1CCCc2ccc(NS(=O)(=O)c3ccc(C)cc3)cc21	.	-9.6%	-7.4%	-3.5%	3.8	0.0	-0.2%	.	.	-8.1%	10.0%
COC(=O)CC1COc2ccccc2N1C(=O)c1ccc(Cl)cc1 (stereo not given)	-4.5%	4.1%	-0.1%	-5.8%	-24.3	-5.7	7.2%	4.3	20.4%	3.6%	6.9%
CCc1ccc(-c2csc(NC(=O)COC(=O)CCc3nc4ccccc4s3)n2)cc1	?	3.16µM*	?	2.82µM*	.	.	0.0%	2.0	-0.8%	.	?
COc1cc(/C=N/NC(=O)c2ccc(F)cc2)ccc1OC(=O)c1ccco1	-3.9%	-3.2%	6.5%	5.7%	2.8	-12.8	-10.0%	4.6	12.6µM*	1.2%	?
COc1ccc(N2CCN(CC(=O)N3CCC(C)CC3)CC2)cc1	3.0%	10.4%	-0.1%	1.0%	11.3	-16.0	-4.5%	2.1	12.2%	.	6.6%
O=C(Nc1ccsc1C(=O)O)c1ccc(Cl)cc1	?	3.98µM*	23.1µM*	2.82µM*	-13.8	-6.6	10.8%	-1.5	-38.3%	-13.0%	8.49µM*
O=[N+]([O-])c1ccc(-c2c(O)c3ccccc3c3nc4ccccc4nc23)cc1	10.4%	2.4%	-8.2%	0.3%	11.9	-26.9	-3.4%	-1.1	1.0%	0.0%	-15.1%
COc1ccc2[nH]c(=O)c(CN(Cc3ccco3)C(=O)c3ccccc3)cc2c1	-2.3%	1.6%	-6.4%	1.0%	-7.3	40.3[activator]	5.5%	5.6	?	-3.1%	0.4%
Cc1cccc(N2CC(C(=O)Nc3cccc(S(=O)(=O)N4CCCCC4)c3)CC2=O)c1C (stereo not given)	.	-0.6%	-2.1%	-4.1%	-3.6	-0.3	-11.5%	.	.	-16.4%	0.6%
N/C(=N\OC(=O)/C=C/c1ccccc1Cl)c1cccnc1	-0.4%	?	20.6µM*	?	9.3	48.3[activator]	2.3%	2.5	-30.3%	-1.3%	7.57µM*
O=C1C2=C(Nc3ccccc3SC2c2ccco2)c2ccccc21 (stereo not given)	15.3%	12.8%	14.2%	11.5%	-5.1	-10.3	-0.4%	-11.2	-23.0%	1.4%	?
COC(=O)c1cc(OC)c(OC)cc1-n1cnc2cc(OC)c(OC)cc2c1=O	-1.5%	4.1%	-3.0%	1.3%	-8.9	-5.0	-0.6%	1.0	3.7%	3.8%	0.3%
CN(CCN1CCc2ccccc2C1)Cc1nc(Cc2ccccc2F)no1	-3.9%	-5.5%	0.7%	-1.8%	1.5	10.4	-4.6%	-0.7	0.8%	-2.9%	0.1%
O=C(NC(=S)Nc1nc2c(ccc3ccccc32)s1)c1cccs1	3.16µM*	-2.7%	-6.4%	6.3%	-11.0	-26.5	-3.6%	-2.2	2.51µM*	-2.1%	-24.2%
Cc1ccc(NS(=O)(=O)c2cc(C(=O)N3CCOCC3)ccc2C)cc1	29.3%	2.0%	-7.2%	-1.1%	-16.0	10.9	2.1%	1.1	11.9%	-11.9%	1.2%
COc1ccc(NC(=O)CN(C)C(=O)COc2ccccc2Cc2ccccc2)cc1	.	-0.8%	-9.5%	0.9%	-2.5	9.5	-3.4%	.	.	-0.2%	0.7%
CN(CCc1ccccn1)C(=S)Nc1ccc(Cl)c(Cl)c1	?	-9.3%	-3.1%	-4.7%	-41.4	5.8	-1.0%	0.7	?	4.0%	-0.3%
Cn1nnnc1SCC1=C(C(=O)O)N2C(=O)[C@@H](NC(=O)[C@H](O)c3ccccc3)[C@H]2SC1	-0.9%	-29.3%	4.4%	-1.3%	-6.3	18.1	2.9%	5.0	2.4%	2.2%	-1.5%
COc1cccc(-c2nc(CS(=O)(=O)CC(=O)N3CCN(C4CCCCC4)CC3)c(C)o2)c1	-0.4%	-1.1%	-8.4%	-0.8%	3.2	1.7	0.4%	1.1	-32.4%	0.1%	0.7%
CCc1ccc(Nc2nnc(SCC(=O)Nc3ccc(C(=O)O)cc3)s2)cc1	7.08µM*	17.7%	5.8%	18.2%	-3.1	?	2.7%	8.7	5.01µM*	?	0.536µM*
CCOC(=O)COc1ccc2c(c1)C(=O)CC(C)(c1cccnc1)O2 (stereo not given)	-17.3%	0.7%	0.9%	-4.8%	-8.0	5.8	-5.2%	-0.1	-5.3%	.	-0.3%
Cc1cc(C)nc(SCC(=O)Nc2cccc(S(=O)(=O)N(C)C)c2)n1	-7.3%	-3.7%	-13.3%	-6.0%	19.1	10.4	-0.7%	-7.0	35.5%	-13.4%	-3.5%
O=C(NCCN1CCN(C(=O)Nc2ccccc2)CC1)Nc1ccccc1	1.2%	-2.6%	-4.5%	6.2%	5.0	15.7	-3.7%	4.3	-7.2%	13.6%	0.5%
Cc1ccc(C(O)P(=O)(OC(C)C)c2ccc(N(C)C)cc2)cc1 (stereo not given)	1.1%	-0.4%	-0.8%	-0.9%	-8.0	3.5	-1.2%	1.3	5.4%	0.7%	0.4%
CCn1ncc(Br)c1C(=O)Nc1cc(C(=O)OC)ccc1C(=O)OC	6.6%	14.3%	?	21.4%	5.6	11.6	-1.3%	-1.3	28.3%	-3.7%	-13.9%
CC(NC(=O)N1CCOCC1)c1ccccc1 (stereo not given)	0.1%	0.0%	0.5%	-1.4%	32.8	-16.4	-0.9%	1.0	0.7%	-2.8%	-0.7%
COc1ccc(NC(=O)CSc2ccc(-c3ccco3)nn2)c(OC)c1	3.7%	1.1%	-1.3%	-6.6%	17.6	7.6	1.1%	.	13.0%	3.6%	?
CN(C)c1cccc(C(=O)OCC(=O)Nc2nccs2)c1	1.4%	4.6%	6.9%	13.7%	4.2	-6.2	-4.0%	1.6	16.8%	0.1%	?
